Runt-CBFb FRET: inhibitors of human RUNX1 Runt domain binding to CBFb; Q01196+Q13951; Cerulean-Runt/Venus-CBFb FRET ratio 530/480, 1 h; inhibition, % at 20 µM; actives 0.46% (n = 220,000);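 active = inhibition over about 50% at 20 µM in the single-dose screen, limit read from the data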;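 also: 0% = DMSO wells and 100% = excess unlabeled CBFb competitor control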
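Measured by: fluorescence energy transfer, 422 nm excitation, 530/480 nm emission; test system: Cerulean-tagged RUNX1 Runt domain (FRET donor) fusion protein; buffer or medium: Tris pH 7.5 buffer with BSA; compound: one dose, 20 µM compound, 1% DMSO; times: two 1 h room-temperature incubations shielded from light; benchmarks: unlabeled CBFb 5 µM, positive control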
NPY1 pot ag: potentiators or agonists of human neuropeptide Y receptor Y1; activation, % at 3.6 µM; NPY-Y1 expressing cells, potentiator/agonist activation; actives 0.37% (n = 220,000); AID 1304; P25929; in the data active = activation above about 33%, passing the limit was not always enough;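 also: cells stimulated with NPY at EC10 then isoproterenol at EC100; 0% = low agonist plus stimulus and 100% = saturating agonist plus stimulus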
p97 inhibitor: blocks human p97 ATPase activity | actives 0.42% (n = 220,000) | recombinant p97 ATPase, Kinase-Glo ATP luminescence, 3 h | inhibition, % at 8 µM | P55072; in the data active = inhibition above about 15%;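 also: 0% = DMSO vehicle and 100% = wells lacking enzyme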
NPY2 pot ag: potentiates or activates human NPY-Y2 receptor; P49146; cells expressing NPY-Y2, potentiator/agonist read-out; activation, % at 3.6 µM; actives 0.45% (n = 220,000); AID 1359; in the data active = activation above about 27%;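 also: cells stimulated with NPY near EC25 plus isoproterenol at EC100; 0% = vehicle plus submaximal agonist and 100% = vehicle plus saturating agonist; some results beyond the cut were filed as inactive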
Target sequence (P49146 whole entry, looked up): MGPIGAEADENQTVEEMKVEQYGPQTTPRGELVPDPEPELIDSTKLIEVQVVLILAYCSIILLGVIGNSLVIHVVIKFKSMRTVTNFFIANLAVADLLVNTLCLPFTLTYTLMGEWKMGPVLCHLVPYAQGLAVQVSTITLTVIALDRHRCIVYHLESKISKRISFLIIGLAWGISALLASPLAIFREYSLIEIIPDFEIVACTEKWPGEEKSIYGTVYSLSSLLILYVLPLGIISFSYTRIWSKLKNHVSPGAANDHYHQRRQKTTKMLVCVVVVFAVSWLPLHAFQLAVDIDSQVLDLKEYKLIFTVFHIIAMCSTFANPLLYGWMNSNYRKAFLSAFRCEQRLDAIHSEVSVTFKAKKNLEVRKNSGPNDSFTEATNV
Mdm2 ligase inh: Mdm2 E3 ligase (human) inhibition; cell-based MDM2 ubiquitination luciferase reporter, 2 h; 0 = plate control, 100 = twice control, blank-subtracted; actives 0.11% (n = 210,000); signal enhancement, % at 5 µM; AID 1230;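 active = signal enhancement of 30% or more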;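 also: luminescence tracks abundance of the self-degrading MDM2-luciferase fusion protein; higher signal means inhibition of MDM2 E3 ligase activity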
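System: stable MDM2–luciferase fusion reporter cells / Input: 2000 cells seeded into each well / Schedule: 4 h settle plus 2 h compound, 37 °C / Compound: single-point 5 µM / Buffer or medium: cells held in DMEM / Benchmarks: control and blank well means / Evaluation: percent signal gain over controls, blank-subtracted / Measured by: luciferase luminescence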
Runt-SMMHC FRET: Runt domain-CBFb-SMMHC interaction inhibition. Q01196+Q13951. actives 0.74% (n = 220,000). AID 1434. inhibition, % at 20 µM. Cerulean-Runt/Venus-CBFb-SMMHC FRET ratio 530/480, 1 h;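 active = mean inhibition across duplicate retests at 20 µM reaching about 50%, limit read from the data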;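 also: 0% = DMSO wells and 100% = wells with excess untagged CBFb-SMMHC; inhibitors lower the FRET ratio by blocking Runt binding to CBFb-SMMHC; some results filed as inactive read as strong as hits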
RBBP9 inhibitor: inhibitors of human serine hydrolase RBBP9. recombinant RBBP9, FP-Rh probe fluorescence polarization. inhibition, % at 7.94 µM. actives 0.2% (n = 220,000);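 active = inhibition above the campaign mean of all tested compounds plus 3 SD, cut at about 14% in these data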;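 also: plate controls were DMSO wells with RBBP9 for no effect and wells lacking RBBP9 protein for full effect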
Target sequence (O75884 whole entry, looked up): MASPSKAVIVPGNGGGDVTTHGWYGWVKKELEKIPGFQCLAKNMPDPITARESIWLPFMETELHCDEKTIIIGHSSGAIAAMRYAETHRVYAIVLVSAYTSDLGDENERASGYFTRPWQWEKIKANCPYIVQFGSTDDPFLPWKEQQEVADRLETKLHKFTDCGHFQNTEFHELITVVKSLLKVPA
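Measured by – fluorescence polarization · Test system – RBBP9 protein · Input – 2.5 µM RBBP9 dispensing solution, before mixing · Measure – percent inhibition from mP, scaled between DMSO and no-protein wells · Benchmarks – DMSO-treated enzyme wells and wells lacking RBBP9 · Times – preincubation 30 min plus labeling 45 min at 25 °C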
Hck Nef HTS: human Hck-Nef kinase inhibition. inhibition, % at 20 µM. P08631. Recombinant Hck-YEEI plus Nef, Z-Lyte FRET kinase assay. actives 0.68% (n = 220,000);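 active = Hck-Nef kinase inhibition above about 50%, limit read from the data; inactive = inhibition below that limit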;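 also: 0% = DMSO with Hck plus Nef and 100% = Hck alone without Nef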
Target sequence (P08631 whole entry, looked up): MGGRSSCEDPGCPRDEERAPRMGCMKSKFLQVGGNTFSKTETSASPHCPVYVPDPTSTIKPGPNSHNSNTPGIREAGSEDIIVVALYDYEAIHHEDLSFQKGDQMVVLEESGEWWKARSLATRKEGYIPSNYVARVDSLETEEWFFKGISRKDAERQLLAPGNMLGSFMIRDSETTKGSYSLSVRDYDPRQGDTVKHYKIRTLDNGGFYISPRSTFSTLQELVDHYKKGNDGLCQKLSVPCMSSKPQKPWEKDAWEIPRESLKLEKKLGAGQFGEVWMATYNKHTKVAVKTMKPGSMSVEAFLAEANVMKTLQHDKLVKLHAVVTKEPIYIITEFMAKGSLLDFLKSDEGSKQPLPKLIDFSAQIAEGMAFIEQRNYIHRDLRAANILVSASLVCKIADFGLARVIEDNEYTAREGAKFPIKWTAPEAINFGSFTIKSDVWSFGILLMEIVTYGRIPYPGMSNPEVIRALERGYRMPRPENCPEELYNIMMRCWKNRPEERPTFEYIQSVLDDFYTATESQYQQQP
NPY Y1 blocker: blocks the human neuropeptide Y Y1 receptor | P25929 | HEK293-CNG Y1 cells, membrane potential fluorescence; NPY at EC95, then isoproterenol | inhibition, % at 3.6 µM | actives 1% (n = 200,000) | AID 1040;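 active = inhibition above the campaign mean inhibition of all tested compounds plus 3 SD, cut at about 20% in these data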;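 also: 0% = DMSO wells given NPY plus isoproterenol and 100% = isoproterenol alone without NPY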
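Material: HEK293 cells co-expressing NPY Y1 receptor and cyclic-nucleotide gated channel. Timing: compound incubation 1 h at room temperature, readout 45 min post-stimulation. Signal: fluorescence, membrane potential probe.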
Active calls of the source: *; . = no result given.

SMILES	Runt-CBFb FRET	NPY1 pot ag	p97 inhibitor	NPY2 pot ag	Mdm2 ligase inh	Runt-SMMHC FRET	RBBP9 inhibitor	Hck Nef HTS	NPY Y1 blocker
CCOC(=O)c1cnc2c(Cl)cccc2c1NCCN1CCOCC1	-3	0	-4	-1	-38	6	-2	-2	3
Cn1c(CN2CCOCC2)nc2cc(NC(=O)COc3ccc([N+](=O)[O-])cc3)ccc21	3	-4	1	9	-19	-3	-6	4	-3
O=[N+]([O-])c1ccc(Cl)c(C2Nc3cccc4cccc(c34)N2)c1	5	-12	9	-18	-1	-16	35*	0	-1
CC1CCN(Cc2nc3c(c(=O)n(C)c(=O)n3C)n2Cc2c(F)cccc2Cl)CC1	.	2	-1	-11	.	.	0	1	-1
Cc1ccc(NC(=O)c2ccc(C(C)(C)C)cc2)cc1[N+](=O)[O-]	-5	-18	0	-5	-6	-2	-8	1	-1
Cc1nn(C)c(C)c1S(=O)(=O)N1CCC(C(=O)NCC2COc3ccccc3O2)CC1 (stereo unspecified)	1	1	-6	-2	-13	-4	-7	0	5
O=C(NC(=S)Nc1ccc2[nH]ncc2c1)c1ccccc1	5	22	3	2	2	-2	4	2	-3
CC1(C(=O)O)CCC(C(=O)NC2CCCCC2)C1(C)C (stereo unspecified)	1	-21	-3	-18	-12	4	-7	-2	-5
Cc1cc(C)c2cc(CN(CC3CCCO3)S(=O)(=O)c3ccc4c(c3)OCCO4)c(=O)[nH]c2c1 (stereo unspecified)	-4	1	0	16	-15	4	-8	2	-1
O=C(Nc1ccccc1)N1CCCC(CNS(=O)(=O)Cc2ccccc2)C1 (stereo unspecified)	-2	-3	3	12	-5	0	-6	16	0
Cc1nn(-c2ccccc2)c(C)c1C(=O)OCC(=O)Nc1ccc2c(c1)OCO2	-2	-20	0	16	-4	2	1	0	5
Cc1cc(O)c(C(C)C)cc1N=C1CSC(=O)N1	6	15	3	16	0	-3	-3	1	-4
Cc1ccsc1C(=O)OCC(=O)Nc1c(Cl)cccc1C(F)(F)F	0	-7	3	12	-23	6	-7	0	-1
COCCn1c(SCC(=O)c2cc(C)n(C)c2C)nc2ccccc2c1=O	-4	-11	2	1	-8	1	4	31	8
COC(=O)C1=C(C(=O)OC)C2(OC1c1cccc(F)c1)C(=O)c1ccccc1C2=O (stereo unspecified)	2	1	4	-5	.	-6	-2	-11	1
Cc1noc(C)c1CSc1ncnc2sc3c(c12)CCC(C)C3 (stereo unspecified)	-3	6	3	5	-1	-1	-5	5	-3
O=C1CC(c2cc([N+](=O)[O-])ccc2Cl)c2c(ccc3ccccc23)N1 (stereo unspecified)	-1	-8	3	-13	-5	4	-1	1	2
CC(C)C(=O)N1CCC(c2nc(-c3ccc(S(=O)(=O)N4CCN(C)CC4)cc3)no2)CC1	3	28	6	3	-13	3	-5	17	-1
CCS(=O)(=O)N1Cc2ccccc2CC1C(=O)Nc1ccc(OC)cc1 (stereo unspecified)	-1	3	3	8	8	-1	-4	26	-5
C=C(C)c1cccc(C(C)(C)NC(=O)NCCN(CC)CC)c1	0	-11	0	-15	-15	1	-6	-7	-1
Nn1c(Cc2ccc(F)cc2)n[nH]c1=S	5	-3	4	6	0	3	-8	11	-1
COc1cc(Cl)c(CC(=O)c2c[nH]c3ccccc23)cc1OC	-1	-14	10	5	-16	2	-7	10	.
CN(C)C(CNC(=O)C1CCN(S(=O)(=O)c2ccccc2)CC1)c1ccccc1 (stereo unspecified)	2	0	3	-9	.	-1	-2	23	.
CN(CC(=O)Nc1cc(S(=O)(=O)N2CCCC2)ccc1Cl)Cc1cccs1	1	5	-3	-3	-13	-2	-6	18	.
Cc1ccc(-n2c(C)cc(C(=O)CSc3nnnn3C)c2C)cc1	2	16	-6	-8	5	-6	-1	0	-3
(cont.)
SMILES	Runt-CBFb FRET	NPY1 pot ag	p97 inhibitor	NPY2 pot ag	Mdm2 ligase inh	Runt-SMMHC FRET	RBBP9 inhibitor	Hck Nef HTS	NPY Y1 blocker
Cc1nnc2c3ccccc3c(-c3ccc(O)cc3)nn12	1	-12	2	-11	-5	4	1	2	4
Cc1cccc(C2=N/C(=C\c3cccs3)C(=O)O2)c1	1	-5	3	-8	-8	0	2	-7	1
Nn1cnnc1SCC(=O)N(C1CCCCC1)C1CCCCC1	-1	2	3	6	-1	1	-2	19	-4
CCOC(=O)Nc1nc(-c2ccccc2)c(C(=O)c2ccccc2)s1	1	-20	-3	-18	-15	4	-2	3	36*
CCn1c(C)nc2cc(S(=O)(=O)Nc3ccc(C)cc3)ccc21	-23	10	1	-12	-9	2	0	23	6
C[C@@H](C(=O)NCc1ccc(S(C)(=O)=O)cc1)[C@H]1C[C@]1(C)[C@H](NC(=O)OCc1ccccc1)c1ccccc1	-5	-28	2	4	.	2	-13	3	3
CCOc1ccc(C(F)(F)F)cc1NC(C)=O	-1	25	-9	-24	-10	2	-11	3	2
Cc1cc2oc(=O)cc(C)c2c(=O)o1	2	4	5	-5	-12	-1	-4	1	1
Cc1ccccc1OCc1n[nH]c(=S)n1-c1ccccc1	10	6	2	16	-2	5	-3	18	0
CCOC(=O)c1ccc(-n2nc(C(F)(F)F)c3c(C)cc(=O)oc32)cc1	.	-28	-2	12	.	.	-3	13	-1
CC1CCCN(C(=O)C2CCN(CC3CC=CCC3)CC2)C1 (stereo unspecified)	-1	-8	2	-4	-17	2	0	-1	-4
CS(=O)(=O)c1ccc(C(=O)Nc2ccc(N3CCCC3)cc2)c(Cl)c1	5	18	-1	8	-28	11	-7	2	0
O=C(NCc1cccs1)C1CCCCC1	2	37	0	11	-8	-4	-8	2	-2
N#Cc1ccc(-c2nc3cc(C#N)c(C#N)cc3nc2-c2ccccc2)cc1C#N	.	6	3	5	0	4	-11	-6	0
N#C/C(=C\Nc1ccc2cn[nH]c2c1)c1nc(-c2ccccc2)cs1	-12	-7	7	-2	-9	-38	2	28	-2
COCCCNC(=S)N1CCN(C(=O)C(=O)Nc2ccc(C(=O)OC)cc2)CC1	-2	8	3	8	-2	-3	-5	5	8
C=CCSc1ccsc1C(=O)O	12	19	1	0	-9	-1	-2	-2	-1
Cc1ccc(NC(=O)CSc2nnc(Cc3cccn3C)n2-c2ccc(F)cc2)c(C)c1	-1	-7	-7	-4	-18	-2	-11	0	-1
Cc1cccc(-n2nc(C)c3c(C(=O)O)cc(-c4cccs4)nc32)c1	0	23	7	28	-6	1	-9	4	-6
COc1ccc(CNC(=O)Nc2ccccc2)cc1	1	-4	10	0	-21	-5	0	9	.
O=C(Nc1ccccc1)c1cc(Cl)nc2ccccc12	0	-21	9	-15	-6	2	-6	5	6
CNC(=O)NC(=O)COC(=O)CCc1nc(=O)c2ccccc2n1C	-1	-1	4	6	-8	-4	-3	23	5
Cc1ccc(Cl)cc1N1CCN(Cc2nc3c(c(=O)[nH]c(=O)n3C)n2CCc2ccccc2)CC1	-7	8	2	15	1	-7	-3	3	-1
O=C(NCc1ccncc1)c1cc(-c2ccc(Cl)cc2)oc1C(F)(F)F	-3	12	-1	9	-1	2	-6	21	.
COc1ccc(C(=O)O/N=C(\N)Cc2ccc([N+](=O)[O-])cc2)c(OC)c1	-1	8	11	11	-6	-9	-7	9	.
Further entries follow.
SMILES	Runt-CBFb FRET	NPY1 pot ag	p97 inhibitor	NPY2 pot ag	Mdm2 ligase inh	Runt-SMMHC FRET	RBBP9 inhibitor	Hck Nef HTS	NPY Y1 blocker
CCOC(=O)N/N=C(\c1ccccc1)C(O)c1ccccc1 (stereo unspecified)	0	15	5	8	-2	2	2	16	-6
CCCN1CCC(=O)N([C@H](CSc2ccc(OC)cc2)c2ccccc2)CC1	3	.	.	.	15	4	.	23	.
CC1(C)CC(=O)C(C=NCCCn2ccnc2)=C(O)C1	0	11	4	10	0	-4	0	2	4
O=C(CNC(=O)c1cccs1)OCC(=O)c1ccc(Cl)cc1	0	15	1	7	-8	0	-2	17	2
Cc1ccc(-c2csc3ncnc(SCc4ccc(C(=O)O)cc4)c23)cc1	-8	14	1	18	-10	-17	-6	19	-6
Cc1cc(C)c(C(=O)/C=C/c2ccc3c(c2)OCO3)c(=O)[nH]1	3	0	-2	-6	1	-3	5	19	9
CC(C)CN(CC(C)C)C(=O)Cc1coc2ccc3ccccc3c12	-1	-12	-3	-10	-11	0	-2	10	6
COc1ccc(/C=C/C(=O)N/C(=C\c2ccco2)C(=O)NCCc2nc3ccccc3[nH]2)cc1	-4	-24	14	-1	-8	-3	-9	2	-6
Cc1n(C)c2cc(Cl)ccc2[n+]1Cc1ccccc1	-10	-12	-6	-26	0	20	-3	11	8
CC(O)c1nc2ccccc2n1CC(=O)Nc1ccc2c(c1)OCCO2 (stereo unspecified)	1	1	1	12	-15	2	2	15	0
COc1ccc(C2CC(C(F)(F)F)n3ncc(C(=O)NCc4cccnc4)c3N2)cc1OC (stereo unspecified)	-1	9	2	6	-13	0	11	1	2
O=C(O)CCCn1c(=O)[nH]c2ccccc2c1=O	-1	-3	5	4	-4	-37	-12	1	3
CCOC(=O)N1CCC(Nc2c(N3CCN(c4cc(Cl)ccc4C)CC3)c(=O)c2=O)CC1	-6	-4	-1	-18	-13	-3	-2	0	-2
CN(CC(=O)N1CCN(c2ccccn2)CC1)S(=O)(=O)c1cccc2nsnc12	-1	-11	-3	-3	6	5	0	3	-2
FC(F)(F)c1ccc(CN2C[C@@H]3C(c4ccc(Cl)nc4)C4(c5cccnc5)CC3(C4)[C@H]2c2ccccc2)cc1 (stereo partly specified)	-2	.	.	.	9	1	.	19	.
COc1ccc(CCn2c(O)cc3nn(-c4nc5ccccc5s4)c(=O)c-3c2C)cc1	-3	12	-8	-6	-9	-16	8	68*	.
CC(C(=O)Nc1ccc(N2CCOCC2)cc1)N1C(=O)c2ccccc2C1=O (stereo unspecified)	1	15	3	16	8	-1	-8	-2	-6
COc1ccc(S(=O)(=O)N2CCC(NC(=O)N3CCOCC3)CC2)cc1	-1	-11	3	-5	.	3	0	2	0

Part of the list above, showing only Hck Nef HTS, NPY2 pot ag and Runt-CBFb FRET.
mol | Hck Nef HTS | NPY2 pot ag | Runt-CBFb FRET
CCOC(=O)N/N=C(\c1ccccc1)C(O)c1ccccc1 (stereo unspecified) | 16 | 8 | 0
CCCN1CCC(=O)N([C@H](CSc2ccc(OC)cc2)c2ccccc2)CC1 | 23 | . | 3
CC1(C)CC(=O)C(C=NCCCn2ccnc2)=C(O)C1 | 2 | 10 | 0
O=C(CNC(=O)c1cccs1)OCC(=O)c1ccc(Cl)cc1 | 17 | 7 | 0

Screens: PubChem BioAssay, several laboratories

Compounds as they come; about 3.5% have a hit in one of these screens.
